TrxR1 substrate: rat thioredoxin reductase 1 substrate activity | O89049 | purified TrxR1 substrate turnover, NADPH consumption readout | Potency, µM (series often up to 114 µM), for the others: at the top dose activity change, negative = substrate turnover | 0.01% of 390,000 active | AID 588456; note: potency is the fitted concentration of half-maximal effect; % is set by controls: 0 for no effect and ±100 for the full control effect; nearly all actives have a fitted effect of over 50% in size
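Rat TrxR1, dispensed at 90 nM, was prereduced with 400 uM NADPH (final) for 5 min at ~22 deg C, then incubated with compound 15 min before 400 uM selenite. A first-read NADPH fluorescence drop versus no-compound background flagged substrates.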
TrxR1 inh: inhibitors of rat thioredoxin reductase 1; 1% of 390,000 active; O89049; Potency, µM (doses to about 114 µM), without a hit: top-dose activity change, negative = inhibition, actives largely listed as inhibitors; recombinant rTrxR1, NADPH fluorescence consumption, selenite substrate; note: potency is the fitted concentration of half-maximal effect; % is set by controls: 0 for no effect and ±100 for the full control effect; nearly all actives have a fitted effect of over 65% in size
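Rat TrxR1 (90 nM in the dispensed reagent) was pre-reduced with 400 uM NADPH for 5 min at room temperature, then incubated with compound for 15 min. After 400 uM selenite was added, NADPH fluorescence (Ex 340/Em 450 nm) was followed for 8 min.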
PI4K2A inh: PI4K2A (human) kinase inhibition | activity change, negative = inhibition, % at 76.9 µM | AID 1346378 | purified PI4K2A, ADP-Glo luminescence, 1 h; stronger effect = lower value | 0.13% of 420,000 active | Q9BTU6; in the data active = activity change below about -50%; inconclusive = mostly about -30% to -49%;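 note: -100% = wells without enzyme as full effect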
Target sequence (Q9BTU6 whole entry, looked up): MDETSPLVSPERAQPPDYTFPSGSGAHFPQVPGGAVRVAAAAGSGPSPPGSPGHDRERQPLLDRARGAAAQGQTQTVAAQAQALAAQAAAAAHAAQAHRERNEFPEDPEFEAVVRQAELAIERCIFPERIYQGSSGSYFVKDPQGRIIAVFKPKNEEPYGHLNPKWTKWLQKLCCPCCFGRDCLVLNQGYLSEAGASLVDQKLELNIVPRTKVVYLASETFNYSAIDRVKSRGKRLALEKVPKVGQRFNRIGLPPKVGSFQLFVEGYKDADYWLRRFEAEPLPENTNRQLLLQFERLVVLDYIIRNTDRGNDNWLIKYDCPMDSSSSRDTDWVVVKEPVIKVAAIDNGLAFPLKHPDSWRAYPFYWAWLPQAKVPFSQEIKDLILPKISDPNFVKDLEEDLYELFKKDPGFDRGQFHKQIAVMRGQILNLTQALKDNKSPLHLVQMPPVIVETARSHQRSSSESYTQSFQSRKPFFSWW
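Compounds are screened against recombinant PI4K2A using PI as substrate and ATP, the latter dispensed at 300 microM. Reactions run one hour at ambient temperature before ADP-Glo detection; full inhibition defined by wells lacking enzyme.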
Tb PGK inh: blocks T. brucei phosphoglycerate kinase; Potency, µM (top dose mostly 57.5 µM), for inactives: at the highest dose activity change, negative = inhibition, actives largely listed as inhibitors; PGK/GAPDH coupled, Kinase-Glo luminescence, 60 min; AID 602233; P07378; 0.043% of 380,000 active; note: potency is the fitted concentration of half-maximal effect; % is set by controls: 0 for no effect and ±100 for the full control effect; nearly all actives have a fitted effect of over 60% in size
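Recombinant glycosomal PGK reaction used 1,3-bisphosphoglycerate generated in-well by GAPDH (100nM final) in 100mM TEA pH 7.6, 5mM MgCl2, 0.01% Tween-20. After 60 minutes at room temperature, ATP was read by Kinase-Glo Plus luminescence end-point.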
IDH1 R132H inh: inhibitors of human mutant IDH1 R132H; Potency, µM (highest dose often 76.6 µM), inactives show top-dose activity change, negative = inhibition, actives largely listed as inhibitors; 0.093% of 390,000 active; IDH1-R132H enzyme, NADPH consumption, diaphorase/resazurin fluorescence; O75874; note: potency is the fitted concentration of half-maximal effect; % is set by controls: 0 for no effect and ±100 for the full control effect; nearly all actives have a fitted effect of over 65% in size
Target sequence (O75874 whole entry R132H, stated change not applied): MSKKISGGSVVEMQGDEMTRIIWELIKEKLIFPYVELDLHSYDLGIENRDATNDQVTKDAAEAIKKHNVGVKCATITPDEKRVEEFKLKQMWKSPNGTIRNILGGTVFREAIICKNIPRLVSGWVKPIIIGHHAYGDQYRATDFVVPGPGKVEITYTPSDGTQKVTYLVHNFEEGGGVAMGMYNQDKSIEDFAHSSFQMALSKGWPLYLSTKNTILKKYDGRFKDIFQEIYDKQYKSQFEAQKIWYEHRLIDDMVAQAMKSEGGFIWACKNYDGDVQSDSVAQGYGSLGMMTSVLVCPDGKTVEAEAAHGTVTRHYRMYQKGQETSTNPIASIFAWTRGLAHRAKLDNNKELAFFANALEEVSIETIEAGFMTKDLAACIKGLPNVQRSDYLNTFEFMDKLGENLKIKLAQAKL
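IDH1-R132H (0.5 ug/mL) preincubated 30 min with compound, then NADPH (0.016 mM) and alpha-KG (2 mM) added; 80 min at RT, pH 7.5. Remaining NADPH coupled via diaphorase/resazurin to fluorescence (540/590 nm); concentration-response curves normalized to no-enzyme control.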
USP1 inh: inhibitors of human USP1/UAF1 deubiquitinase | O94782 | recombinant USP1/UAF1, Ub-Rhodamine cleavage fluorescence | Potency, µM (doses to about 57.1 µM), for the others: at the highest dose activity change, negative = inhibition, actives largely listed as inhibitors | 0.23% of 390,000 active | AID 743255; note: potency is the fitted concentration of half-maximal effect; % is set by controls: 0 for no effect and ±100 for the full control effect; nearly all actives have a fitted effect of over 60% in size; inactives centre near -12
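Step one: compound is pinned into 1nM USP1/UAF1 in HEPES pH 7.8 buffer with TCEP. Step two: 15 min room-temperature incubation. Step three: Ub-Rho (150nM final) starts cleavage, tracked by fluorescence over six one-minute reads.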
HP1b chromo inh: inhibitors of HP1-beta chromodomain binding to methylated histone tails; AlphaScreen HP1-beta / biotin-H3K9me3 peptide binding; 0.56% of 390,000 active; P83916; Potency, µM (highest dose often 114 µM), inactives show at the top dose activity change, negative = inhibition, actives largely listed as inhibitors; AID 540317; note: potency is the fitted concentration of half-maximal effect; nearly all actives have a fitted effect of over 70% in size; inactives centre near 23
Target sequence (P83916 whole entry, looked up): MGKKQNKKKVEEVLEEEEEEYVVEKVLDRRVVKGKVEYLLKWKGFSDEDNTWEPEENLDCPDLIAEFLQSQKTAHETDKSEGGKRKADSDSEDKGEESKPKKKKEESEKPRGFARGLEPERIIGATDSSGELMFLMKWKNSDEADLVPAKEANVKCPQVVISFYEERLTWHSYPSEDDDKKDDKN
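Compound inhibition of the preformed complex between 50 nM HP1-beta and 50 nM biotinylated H3K9me3 peptide was read by AlphaScreen. Buffer was PBS pH 7.4 with 0.01% Tween-20. Incubations ran 30 min at room temperature, with 10 ug/mL donor/acceptor beads.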
GLS inh: glutaminase GLS (human) inhibition; O94925; GLS enzymatic activity, qHTS titration; Potency, µM (doses to about 45.5 µM), for the others: at the top dose activity change, negative = inhibition, hits mostly inhibitors; 0.21% of 410,000 active; AID 624170; note: potency is the fitted concentration of half-maximal effect; % is set by controls: 0 for no effect and ±100 for the full control effect
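hKGA in 45 mM KH2PO4 pH 8.2, 0.02% Tween-20 with pin-transferred compounds; 1 mM L-glutamine (stock) plus glutamate oxidase/HRP/Amplex Red coupling added. Fluorescence read initially and after 30 min at RT.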
Pin1 inh: blocks the human prolyl isomerase Pin1; Pin1 FP peptide displacement, HiFluor488, 10 min; Potency, µM (top dose mostly 115 µM), for inactives: top-dose activity, negative = inhibition, usual class: inhibitors; 0.009% of 390,000 active; Q13526; active = well fitted inhibition curve with a large enough effect in the polarisation, with a control signal flat, not every such curve was filed as active; inconclusive = small, poorly fitted or top-dose-only effect, or effect the other way, or a change in a side signal; inactive = no such curve, though single readings can be large or run the other way; the % refers to the polarisation; note: potency is the fitted concentration of half-maximal effect; % is set by controls: 0 for no effect and ±100 for the full control effect
Numbers without * were called inactive; i = inactive; ? = inconclusive; nt = not tested or not shown; [ ] = another dose, or the depositor's remark. Unless noted, calls come from the whole dose curve; as a rule, active = well fitted curve in the direction sought with a large enough effect; inconclusive = small, poorly fitted or top-dose-only effect, or another doubt; inactive = no such curve, though single readings can be large; an effect the other way counts as inactive or inconclusive. A portion of the library. The share of hits here may be higher or lower than overall.

SMILES	TrxR1 substrate	TrxR1 inh	PI4K2A inh	Tb PGK inh	IDH1 R132H inh	USP1 inh	HP1b chromo inh	GLS inh	Pin1 inh
COc1ccc(OCC(=O)Nc2ncc3c(n2)CC(C)(C)CC3=O)cc1	-3%	9%	-3	-3%	8%	-21%	27%	-6%	7%
CCOC(=O)c1ccccc1NC(=O)COC(=O)C(CC)Oc1ccccc1 (centres undefined)	nt	nt	3	-1%	9%	-18%	nt	-5%	nt
O=C(Nc1ccc(N2CCN(C(=O)c3ccco3)CC2)cc1)c1ccc(F)cc1	-8%	-6%	3	-9%	0%	-7%	27%	25%	4%
COc1cccc(C(=O)Nc2ccccc2OC(F)(F)F)c1	6%[57.1 µM]	8%	-4	-10%	2%	-12%	38%	2%	-11%
N#Cc1ccc(-n2c(-c3ccccc3)nnc2-c2ccccc2)cc1C#N	67%[activator]	67%[activator]	0	-5%	6%	?	30%	0%	8%
CCN(CC)S(=O)(=O)c1ccc(N2CCCCC2)c(NC(=O)C2=COCCO2)c1	-9%	1%	-4	i	0%	-7%	2%	2%	6%
CCc1ccc(NC(=O)CSc2nc3ccccc3c(=O)n2CCCC(=O)N2CCCC2)cc1	1%[57.1 µM]	2%[57.1 µM]	0	-5%	8%	-8%	2%	6%	-2%
NS(=O)(=O)c1ccc(NC(=S)NC(=O)/C=C/c2cccs2)cc1	0%[57.1 µM]	18%[57.1 µM]	0	1%	-5%	-22%	19%	-11%	1%
O=C(C1CC1)N1CCc2cc(Br)cc(S(=O)(=O)Nc3ccc(F)c(F)c3)c21	-1%	11%	2	-10%	7%	-35%	40%	-7%	2%
O=C(CC1N=C2c3ccccc3N=C(SCC(=O)Nc3cccc(C(F)(F)F)c3)N2C1=O)NCc1cccs1 (centres undefined)	2%	1%	-1	-9%	-16%	-6%	27%	-17%	20%
CN(Cc1ccccn1)Cc1cn(Cc2ccccc2)nc1-c1ccc2c(c1)OCO2	2%[57.1 µM]	23%[57.1 µM]	-3	-4%	1%	-9%	9%	-12%	2%
COC1=C(C)C(O)=C(C(=O)/C=C/c2ccccc2)C(=O)C1(C)C	-8%[57.1 µM]	-16%[57.1 µM]	-3	9%	12%	-26%	29%	5%	-5%
CC[C@]12c3[nH]c4cc(CCC(=O)N(C)C)ccc4c3CCN1C(=O)[C@@H](CC(=O)NC/C=C(\C)CCC=C(C)C)C[C@@H]2C(=O)N1CCN(C(=O)c2ccco2)CC1	-7%	-26%	2	-8%	?	-12%	10%	3%	0%
Clc1ccc(SCc2cn3cccnc3n2)cc1	1%	-9%	0	nt	0%	-3%	23%	0%	-1%
CC(NC(=O)c1ccccc1O)c1ccccc1 (centres undefined)	50%[activator]	30%	1	-7%	-3%	-8%	44%[activator]	78%[activator]	-9%
COc1ccc2c(c1)c(=O)c(C(=O)c1ccc(F)cc1)cn2CC(=O)Nc1ccc2c(c1)OCCO2	-7%	-3%	8	-4%	1%	-32%	57%[activator]	-7%	-8%
O=S(=O)(NCc1ccc(Cl)cc1)NCc1ccccc1F	0%	24%	1	-5%	-14%	-9%	28%	4%	-1%
Cc1ccc(C(=O)COC(=O)C2CC(=O)N(c3nc(-c4ccccc4)cs3)C2)cc1C (centres undefined)	-5%	-6%	6	-2%	0%	-24%	35%	3%	17%
CCOC(=O)c1cc(-c2csc(-c3ccc(C(F)(F)F)cc3)n2)on1	11%[57.1 µM]	11%[57.1 µM]	-4	-3%	2%	-19%	25%	-8%	-1%
CCOC(=O)C1CCCN(C(=O)c2cn(CC)c(=O)c3cc(OC)c(OC)cc23)C1 (centres undefined)	1%	-8%	6	-3%	16%	2%	18%	8%	-8%
Cc1ccc(S(=O)(=O)N2CCN(CC(=O)N/N=C\c3ccc(Cl)c([N+](=O)[O-])c3)CC2)cc1	-4%	0%	-5	0%	0%	-17%	13%	0%	-1%
O=C(O)c1ccccc1C(=O)NCCCn1ccnc1	7%[57.1 µM]	14%[57.1 µM]	-4	i	14%	-16%	11%	7%	0%
CCOCCCn1c(=S)[nH]c2cc(C(=O)NCCCN(CC)CC)ccc2c1=O	-11%	-25%	1	i	1%	-15%	27%	0%	-2%
C=CCn1c(N2CCCCCC2)nc2c1c(=O)n(C)c(=O)n2C	4%	4%	-1	6%[11.5 µM]	0%	19%	29%	4%	-3%
CCOc1ccc(C(=O)Nc2ccc(Cl)c(-c3nc4cc(C)cc(C)c4o3)c2)cc1	8%	2%	0	-4%	-6%	-12%	10%	-7%	1%
CCOC(=O)/C=C1\SCC(=O)N1CC(=O)Nc1cc(S(=O)(=O)N(C)C)ccc1C	-1%[57.1 µM]	5%[2.29 µM]	0	-7%	10%	-9%	20%[57 µM]	3%	8%
CCN(CC)S(=O)(=O)c1cc(NC(=O)CO/N=C(\N)c2ccccc2Cl)ccc1C	4%	14%	5	-2%	-1%	-11%	16%	-6%	-1%
CCOCCc1nnc(NC(=O)CCS(=O)(=O)c2ccccc2)s1	-6%	-8%	2	-17%	0%	-22%	27%	-12%	0%
O=c1[nH]c(SCc2ccc([N+](=O)[O-])cc2)nc2[nH]ncc12	-1%	-13%	-3	1%	-16%	-17%	37%	0%	2%
Nc1c(C(=O)Nc2ccc3c(c2)OCCO3)nnn1Cc1cccc(F)c1	1%[57.1 µM]	11%[57.1 µM]	-1	-6%	-4%	-13%	15%	2%	-1%
CC(C)(C)N(Cc1ccccc1)C(=O)COC(=O)c1ccc2ccccc2n1	-2%[57.1 µM]	4%[2.29 µM]	1	i	0%	-10%	17%[57 µM]	0%	-2%
Cc1noc(C)c1CSCC(=O)Nc1ccc(S(=O)(=O)C(F)F)cc1	-5%	6%	1	-4%	-2%	-17%	24%	2%	0%
COc1ccc(Br)cc1C(=O)Nc1ccc(-c2nc3cc(Cl)ccc3o2)cc1	4%	2%	-2	0%	0%	0%	6%	0%	-1%
COc1ccc(Oc2ccc(N/C=C3/CCCC3=O)cc2)cc1	8%[57.1 µM]	-8%[57.1 µM]	-6	2%	12%	-14%	13%	?	2%
O=C(NCCCn1ccnc1)c1ccc(-c2cccc(Cl)c2Cl)o1	-10%	-11%	8	-2%	10%	-23%	-11%	3%	4%
COc1ccc(NC(=O)CCS(=O)(=O)c2cc(Br)cc3c2N(C(C)=O)CC3)c(OC)c1	-1%[57.1 µM]	15%[57.1 µM]	1	7%	0%	-7%	35%[activator]	4%	32%[activator]
COc1ccc(-c2noc(CN3CCN(c4ccccc4)CC3)n2)cc1	2%[57.1 µM]	13%[57.1 µM]	-8	-7%	-7%	-20%	50%[activator]	8%	-1%
N#CC(C(=O)Nc1ccccc1)=C1CCCCC1	3%	-5%	-3	-7%[11.5 µM]	10%	-19%	27%	6%	1%
Cn1nnnc1SCC(=O)Nc1cc(C(=O)O)cc(C(=O)O)c1	14%[57.1 µM]	28%[57.1 µM]	7	-13%	4%	-14%	38%[activator]	-6%	1%
O=C(NC1CC1)C1CCN(c2ncccn2)CC1	2%	12%	1	0%	-11%	1%	1%	9%	5%

A second format for part of the listing above.
Each structure is followed by: TrxR1 substrate | TrxR1 inh | PI4K2A inh | Tb PGK inh | IDH1 R132H inh | USP1 inh | HP1b chromo inh | GLS inh | Pin1 inh
COc1ccc(Oc2ccc(N/C=C3/CCCC3=O)cc2)cc1
→ 8%[57.1 µM] | -8%[57.1 µM] | -6 | 2% | 12% | -14% | 13% | ? | 2%
COc1ccc(Br)cc1C(=O)Nc1ccc(-c2nc3cc(Cl)ccc3o2)cc1
→ 4% | 2% | -2 | 0% | 0% | 0% | 6% | 0% | -1%

Next entries.
SMILES	TrxR1 substrate	TrxR1 inh	PI4K2A inh	Tb PGK inh	IDH1 R132H inh	USP1 inh	HP1b chromo inh	GLS inh	Pin1 inh
Cc1ccc(C2CC(c3cccs3)=NN2C(=O)CCl)cc1 (centres undefined)	4%	13µM*	4	5%	5%	-6%	17%[57 µM]	0%	?
C=C(Br)Cn1c(CC)nc2ccccc21	7%[57.1 µM]	5%[57.1 µM]	1	-1%	-2%	-5%	38%	4%	-6%
O=C1C(Cc2ccccc2)Nc2ncnc(N3CCCCC3)c2N1Cc1ccccc1 (centres undefined)	-4%	-8%	3	0%	-5%	-2%	6%	12%	12%
O=C(CCCc1ccccc1)Nc1ccccc1C(F)(F)F	-5%	12%	8	-6%	-2%	-11%	50%[activator]	1%	2%
O=C(CCC(=O)OCCCC(F)(F)C(F)(F)F)Nc1ccccc1	2%[57.1 µM]	9%	-1	i	-1%	3%	23%	1%	-6%
CCOc1ccccc1N1CCN(C(=O)c2ccc3[nH]c4c(c3c2)CCCC4)CC1	0%	20%	-4	-7%	1%	-3%	?	19%	-1%
COC(=O)c1ccc(CN2CCN(Cc3ccc(F)cc3)C(CCO)C2)cc1 (centres undefined)	1%[57.1 µM]	19%[57.1 µM]	1	-2%	3%	-13%	16%	-6%	1%
Cc1ccc(-n2ncc3c(N4CCCCCC4)ncnc32)cc1	4%[57.1 µM]	21%[57.1 µM]	-1	1%	-2%	-7%	93%[activator]	3%	-4%
CCN(CC)S(=O)(=O)c1ccc(=O)n(CC(=O)N2Cc3ccccc3CC2C(N)=O)c1 (centres undefined)	-8%	-10%	7	1%	-1%	-5%	18%	19%	-2%
O=C(CN1CCC(Cc2ccccc2)CC1)NC(=O)NC1CCCCC1	-8%	12%	-2	-5%	0%	-15%	47%[activator]	0%	-3%
O=C(c1ccc(F)cc1)N1CCN(c2ccccn2)CC1	3%	6%	-3	i	3%	-22%	34%	-12%	0%

Assay outcomes (PubChem BioAssay)
